G6PDH CS: inhibits Leuconostoc G6PDH, flagging false hits in G6PDH-based assays; inhibition, % at 5 µM; 0.12% of 200,000 active; Purified L. mesenteroides G6PDH, diaphorase/resazurin coupled fluorescence, 45 min; in the data active means inhibition above about 50%
NF-kB neuron act: NF-kB expression increase, human neuronal cells; NF-kB reporter expression; active compounds read high; fold change at 12.5 µM; 1.6% of 190,000 active; AID 1239; in the data active means fold change above about 3.3
FLuc inh counter: counter-screen for luciferase assay inhibitors: firefly luciferase inhibition; P08659; ATPLite firefly luciferase biochemical luminescence, 10 min; inhibition, % at 10 µM; 1.5% of 200,000 active; AID 1006;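 active means inhibition above about 50% when tested at 10 µM, limit read from the data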
Target sequence (P08659 whole entry, looked up): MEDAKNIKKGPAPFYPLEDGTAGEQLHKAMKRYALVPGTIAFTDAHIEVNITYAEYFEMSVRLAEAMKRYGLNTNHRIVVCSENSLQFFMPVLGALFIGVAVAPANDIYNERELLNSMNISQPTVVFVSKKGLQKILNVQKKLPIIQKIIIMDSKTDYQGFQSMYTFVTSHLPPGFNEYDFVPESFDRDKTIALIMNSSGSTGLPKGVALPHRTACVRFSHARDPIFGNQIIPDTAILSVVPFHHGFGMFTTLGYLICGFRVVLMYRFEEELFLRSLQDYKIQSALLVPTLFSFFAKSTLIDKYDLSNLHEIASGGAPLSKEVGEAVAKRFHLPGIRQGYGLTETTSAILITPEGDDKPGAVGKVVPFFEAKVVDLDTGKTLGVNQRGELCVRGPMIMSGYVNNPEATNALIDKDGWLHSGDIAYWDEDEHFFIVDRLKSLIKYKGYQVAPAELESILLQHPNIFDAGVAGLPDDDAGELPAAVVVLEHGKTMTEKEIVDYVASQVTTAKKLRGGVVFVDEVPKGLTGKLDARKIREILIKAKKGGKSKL
HMGR II inh: blocks class II HMG-CoA reductase of Enterococcus faecalis; inhibition, % at 10 µM; 0.41% of 190,000 active; purified E. faecalis HMGR, NADPH absorbance 340 nm kinetic;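 active means inhibition above a set limit, the median over all tested compounds plus 3 SD, cut at about 9.5% in these data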;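 further: enzyme runs in reverse so mevalonate oxidation gives rising NADPH absorbance; 0% = complete reaction with DMSO and 100% = background rate lacking mevalonate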
STAT1 act: STAT1 signaling activation; NIH 3T3 STAT1-luciferase reporter, IFN-gamma, luminescence; 100% = IFN-gamma alone, no compound; activation (% of control), % at 5.5 µM; 2.6% of 200,000 active;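 active means activation above the screen-wide mean activation plus 3 SD, cut at about 130% in these data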;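 further: raw ratio to IFN-gamma control signal so 100% means no change and 0% no light; values of inactives mirror those of a sister screen read the other way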
Redox H2O2 prof: compounds producing H2O2 with reducing agent – biochemical, NIH compound library profiling, artefact control for MLSCN library redox annotation, primary screen; activation, % at 10 µM; 0.03% of 200,000 active; DTT-dependent redox cycling H2O2, phenol red/HRP absorbance; 100% = 100 µM peroxide control, 0% = buffer;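 active means activation of at least 50% relative to the plate's high and low controls in the primary single-dose screen; inactive means activation below 50%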;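 further: compound incubated with DTT at 0.8 mM final as the reducing agent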
APP 5'UTR act: APP 5'UTR luciferase reporter activation | activation, % at 2 µM | AID 1276 | 1% of 190,000 active | SH-SY5Y APP 5'UTR luciferase reporter, luminescence; zero percent = DMSO vehicle wells;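 active means activation above a set limit, based on mean plus 3 SD of controls, cut at about 140% in these data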; further: values of inactives mirror those of a sister screen read the other way
Hsp70 act: switches on Hsp70 transcription | AID 1203 | HeLa Hsp70 promoter luciferase reporter, luminescence; scaled: vehicle 0, proteasome-inhibitor control 100% | 0.04% of 200,000 active | activation, % at 10 µM;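 active means activation above the mean across all tested compounds plus 3 SD, cutoff set per campaign, cut at about 5.5% in these data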;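 further: 100% = MG132 at 30 µM as the positive control and 0% = DMSO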
FLuc act counter: firefly luciferase counter-screen for stimulation assays. P08659. ATPlite luciferase biochemical, luminescence, 10 min; 0 = ATP-free wells, 1 = DMSO control. activation factor at 10 µM. 200,000 tested, under 10 active. AID 1027;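 active means luciferase activation factor, scaled between plate controls, of at least 2 with compound at 10 µM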
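assay system = Luciferase/luciferin detection reagent, cell-free biochemical luciferase assay | also added = ATP substrate | times = 10 min post-reagent at room temperature | measured by = luminescence from luciferase reaction | measure = luciferase activation, seen as luminescence increase over controls | benchmarks = low control with PBS replacing ATP, high control enzyme plus ATP without compound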
APP transl inh: APP translation inhibition; SH-SY5Y APP 5'UTR-luciferase reporter, luminescence; inhibition, % at 2 µM; 0.82% of 190,000 active;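 active means inhibition above a set limit, derived from the sample mean plus 3 SD, cut at about 45% in these data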; further: values of inactives mirror those of a sister screen read the other way
* = called active by the depositor; x = no result given. This is a random part of the collection. Share with any hit: about 5.3%.

| SMILES | G6PDH CS | NF-kB neuron act | FLuc inh counter | HMGR II inh | STAT1 act | Redox H2O2 prof | APP 5'UTR act | Hsp70 act | FLuc act counter | APP transl inh |
| --- | --- | --- | --- | --- | --- | --- | --- | --- | --- | --- |
| CCOCCCNC(=O)Cc1ccc(Br)cc1 | -1.1 | 1.03 | -3.4 | -0.8 | 107.4 | -0.1 | -1.0 | -0.3 | 1 | 1.0 |
| CCCCC(CC)C(=O)Nc1ccc(Cl)cn1 (configuration not stated) | 3.6 | 0.93 | -4.0 | -8.2 | 95.7 | 3.3 | 13.1 | 0.2 | 1 | -13.1 |
| CCN(CC)C(=O)c1c[nH]c2ccc(S(=O)(=O)Nc3cc(C)cc(C)c3)cc2c1=O | 6.0 | 0.88 | -6.8 | 0.7 | 103.1 | -0.4 | -3.7 | -0.3 | 1.1 | 3.7 |
| N#Cc1c(-c2cccs2)cc(-c2ccccn2)nc1N | 9.0 | 0.85 | -2.8 | -0.1 | 109.9 | 17.2 | -14.4 | -0.2 | 1 | 14.4 |
| COC(=O)c1sccc1NC(=S)N1CCN(c2cccc(C)c2C)CC1 | 1.5 | 0.96 | -6.8 | 1.5 | 100.9 | -0.4 | -8.3 | -0.1 | 1.1 | 8.3 |
| Cc1nc(SCC(=O)N2CCCc3ccccc32)c2oc3ccccc3c2n1 | 0.1 | 1 | -0.7 | -1.8 | 99.7 | -0.6 | 1.1 | -0.4 | 1 | -1.1 |
| NC(=S)Nc1cccc2[nH]ccc12 | 3.1 | 0.56 | -1.7 | -1.6 | 99.8 | -1.0 | -26.1 | -0.1 | 1 | 26.1 |
| COc1ccc2c(c1OC)C(=O)N(c1ncn[nH]1)C2 | 3.4 | 1.07 | 1.7 | -5.0 | 99.2 | 1.4 | 14.5 | -0.2 | 1 | -14.5 |
| CC(C)(C)c1ccc(-c2cnco2)cc1 | 11.2 | 0.98 | -3.5 | 3.8 | 86.5 | 0.8 | -0.9 | -0.1 | 1 | 0.9 |
| Cc1[nH]n(-c2ccccc2)c(=O)c1N=Nc1cccc(S(=O)(=O)N2CCOCC2)c1 | -40.4 | 0.49 | -6.4 | -7.1 | 104.6 | 0.2 | -0.1 | -0.1 | 1.1 | 0.1 |
| CC(=O)OC1COC(n2ccc3cc([N+](=O)[O-])ccc32)C(OC(C)=O)C1OC(C)=O (configuration not stated) | 17.6 | 1.23 | -5.8 | -2.7 | 95.8 | -1.1 | 5.1 | 0.1 | 1.1 | -5.1 |
| Cc1cc(C)c(C)c(S(=O)(=O)N2C(=S)NC(=O)C2CC(C)C)c1C (configuration not stated) | 7.4 | 0.95 | -6.2 | -6.8 | 102.0 | 0.0 | -1.5 | -0.4 | 1.1 | 1.5 |
| CCC(C)Nc1nc(OCC(F)(F)F)nc(OCC(F)(F)F)n1 (configuration not stated) | 6.7 | 1.23 | -4.9 | -1.9 | 101.5 | 2.7 | -1.2 | 0.0 | 1 | 1.2 |
| Cc1ccn2c(/C=N/OCc3ccc(F)cc3)c(-c3ccc(Cl)cc3)nc2c1 | 6.8 | 1.11 | -4.8 | -2.6 | 98.0 | 3.6 | -2.1 | -0.2 | 1 | 2.1 |
| COC(=O)c1ccc(C2C(Oc3ccccc3)C(=O)N2CCc2ccc(OC)c(OC)c2)cc1 (configuration not stated) | -2.6 | 1.01 | -1.6 | -8.3 | 101.2 | -4.8 | 2.7 | 0.1 | 1 | -2.7 |
| Cc1ccc(-n2cc(CN3CCC(CO)(Cc4ccccc4)CC3)cn2)cc1 | 7.7 | 0.76 | -4.0 | -4.4 | 93.7 | 0.3 | 2.3 | 0.1 | 1 | -2.3 |
| O=C(Cn1nnc2ccccc21)c1ccccc1 | -10.6 | 1.55 | -4.3 | -8.7 | 100.5 | -0.5 | -11.2 | -0.3 | 1 | 11.2 |
| CCCc1nc2ccccc2c(C(=O)OCC(=O)NCc2ccco2)c1CC | 0.2 | 0.7 | -3.4 | -0.9 | 91.3 | 0.8 | 0.0 | -0.2 | 1 | 0.0 |
| CCc1ccc(OCC(=O)Nc2ncc3c(n2)CC(C)(C)CC3=O)cc1 | 7.3 | 1.01 | -5.3 | -3.0 | 100.1 | -1.6 | 3.1 | -0.2 | 1.1 | -3.1 |
| COc1ccc(C(=O)C2CCCN(Cc3cn[nH]c3-c3ccccc3)C2)cc1OC (configuration not stated) | 5.1 | 0.84 | -4.4 | 0.7 | 90.3 | -0.7 | 9.7 | 0.2 | 1 | -9.7 |
| CCn1cc(C(=O)NCc2ccco2)c(=O)c2cc(S(=O)(=O)N3CCCCCC3)ccc21 | 4.9 | 0.4 | -7.3 | 7.6 | 88.6 | 1.6 | -15.1 | -0.2 | 1.1 | 15.1 |
| COc1ccc(/C=N\NC(=O)COc2ccccc2Cl)cc1Cn1nc(C)cc1C | -1.3 | 0.97 | -5.5 | -2.8 | 97.5 | -3.6 | 10.5 | -0.1 | 1.1 | -10.5 |
| O=C(COc1ccc([N+](=O)[O-])cc1)Nc1cccnc1 | 5.0 | 1.01 | -1.5 | -5.3 | 110.3 | -0.6 | -18.3 | -0.1 | 1 | 18.3 |
| COc1ccc(/C=N/NC(=O)c2ccc(O)cc2)cc1CN1CCCc2ccccc21 | -27.1 | 2.9 | 2.8 | -7.0 | 91.5 | 0.7 | 13.1 | -0.4 | 1 | -13.1 |
| COc1ccc(-n2nccc2-c2nn(-c3cccc(OC)c3)c(=O)n(C)c2=O)cc1 | 4.3 | 1.05 | -4.0 | -5.3 | 96.2 | 0.6 | 6.1 | -0.3 | 1 | -6.1 |
| Cc1sc2nc(-c3ccccc3)[nH]c(=O)c2c1-c1ccccc1 | 0.0 | 1.21 | -2.0 | -0.1 | 101.7 | -0.5 | 29.8 | -0.3 | 1 | -29.8 |
| Cn1c(-c2ccc(-c3ccccc3)cc2)c[nH]c1=S | 9.4 | 1.79 | 4.2 | 1.7 | 114.4 | 2.3 | 55.2 | 0.0 | 1 | -55.2 |
| CC(C)C(C(=O)Nc1ncn[nH]1)N1C(=O)c2ccccc2C1=O (configuration not stated) | -6.7 | 0.98 | -2.0 | 1.8 | 93.1 | 3.0 | -2.4 | 0.1 | 1 | 2.4 |
| CCc1ccccc1N(CC(=O)N1CCN(c2ccccc2F)CC1)S(C)(=O)=O | 10.7 | 0.89 | -4.2 | -3.6 | 103.6 | 0.7 | -4.5 | 0.2 | 1 | 4.5 |
| Cc1ccc(S(=O)(=O)NCCc2ccc(S(N)(=O)=O)cc2)cc1 | -0.4 | 0.81 | -4.4 | -4.2 | 104.6 | 0.1 | -14.2 | -0.2 | 1 | 14.2 |

Further records follow.
| compound | G6PDH CS | NF-kB neuron act | FLuc inh counter | HMGR II inh | STAT1 act | Redox H2O2 prof | APP 5'UTR act | Hsp70 act | FLuc act counter | APP transl inh |
| --- | --- | --- | --- | --- | --- | --- | --- | --- | --- | --- |
| CCOC(=O)C1=C(C)N(c2ccccc2)C(=O)C1CC(=O)O (configuration not stated) | 0.3 | 0.95 | -4.2 | 1.6 | 98.5 | -0.1 | -14.4 | -0.1 | 1 | 14.4 |
| Cc1cc(=O)c2cccc(Br)c2[nH]1 | 2.3 | 1.06 | -7.4 | 11.5* | 104.9 | 0.7 | -13.2 | 0.4 | 1.1 | 13.2 |
| c1ccc(Oc2cccc(NC3=NCCC3)c2)cc1 | -1.8 | 1.05 | -2.4 | -2.0 | 103.7 | 1.6 | -8.9 | -0.4 | 1 | 8.9 |
| Cc1nnc(SCCn2c(N3CCC(C)CC3)nc3c2c(=O)[nH]c(=O)n3C)s1 | -21.0 | 1.24 | -2.0 | 0.4 | 98.0 | -1.0 | 10.4 | -0.4 | 1 | -10.4 |
| COc1ccc(S(=O)(=O)N2CC(O)CC2C(=O)OCC(=O)Nc2ccc(Cl)cn2)cc1 (configuration not stated) | 2.2 | 0.99 | -3.1 | -0.3 | 98.8 | -0.8 | -1.1 | -0.4 | 1 | 1.1 |
| COc1cccc(-c2ccc(SCC(=O)c3ccccc3)nn2)c1 | 2.3 | 1.3 | 3.6 | -4.3 | 107.2 | -0.6 | -19.7 | 0.0 | 1 | 19.7 |
| CCOc1ccc(OCCn2nnc3ccccc3c2=O)cc1 | 1.6 | 4.57* | 7.1 | 1.4 | 125.2 | 0.7 | 44.5 | -0.2 | 0.9 | -44.5 |
| O=C(O)C1CC(=O)N(C2CCCCC2)C1c1ccccc1 (configuration not stated) | -4.2 | 1.04 | -3.8 | -0.8 | 92.4 | 0.1 | -9.3 | -0.5 | 1 | 9.3 |
| O=C(CSc1ncccn1)N1CCN(C(c2ccccc2)c2ccccc2)CC1 | 2.5 | 0.67 | -1.6 | -2.1 | 93.2 | -0.4 | x | -0.2 | 1 | x |
| Nc1nc(Br)c2ccccc2c1-c1ccccc1 | 3.9 | 1.25 | -7.0 | -3.7 | 103.2 | -1.1 | -26.3 | 0.4 | 1.1 | 26.3 |
| Cc1nc2sc(C(c3cccs3)N3CCOCC3)c(O)n2n1 (configuration not stated) | -3.1 | 1.1 | -5.8 | 2.1 | 104.3 | -0.2 | 17.5 | -0.1 | 1.1 | -17.5 |
| O=C(Nc1nnc(SCc2ccc(F)cc2)s1)c1ccc2c(c1)C(=O)N(c1ccccc1Cl)C2=O | 0.7 | x | -2.3 | -7.3 | 100.5 | -0.6 | 8.4 | 0.0 | 1 | -8.4 |

Part of the list above, with two lines to a compound.
Below each SMILES: G6PDH CS | NF-kB neuron act | FLuc inh counter | HMGR II inh | STAT1 act | Redox H2O2 prof | APP 5'UTR act | Hsp70 act | FLuc act counter | APP transl inh
Cc1ccc(S(=O)(=O)NCCc2ccc(S(N)(=O)=O)cc2)cc1
  -0.4 | 0.81 | -4.4 | -4.2 | 104.6 | 0.1 | -14.2 | -0.2 | 1 | 14.2
CCOC(=O)C1=C(C)N(c2ccccc2)C(=O)C1CC(=O)O (configuration not stated)
  0.3 | 0.95 | -4.2 | 1.6 | 98.5 | -0.1 | -14.4 | -0.1 | 1 | 14.4
Cc1cc(=O)c2cccc(Br)c2[nH]1
  2.3 | 1.06 | -7.4 | 11.5* | 104.9 | 0.7 | -13.2 | 0.4 | 1.1 | 13.2

(listing goes on)
| compound | G6PDH CS | NF-kB neuron act | FLuc inh counter | HMGR II inh | STAT1 act | Redox H2O2 prof | APP 5'UTR act | Hsp70 act | FLuc act counter | APP transl inh |
| --- | --- | --- | --- | --- | --- | --- | --- | --- | --- | --- |
| CCOC(=O)CC(NC(=O)Cn1nnc(-c2ccccc2Cl)n1)c1ccc(OC)cc1 (configuration not stated) | 3.7 | 0.95 | -5.0 | -5.5 | 94.9 | -0.4 | -10.9 | -0.2 | 1.1 | 10.9 |
| CC(=O)Nc1cccc(/C(C)=N/NC(N)=S)c1 | 12.8 | 1.12 | -5.8 | 0.5 | 108.0 | -0.2 | 2.7 | 0.0 | 1.1 | -2.7 |
| O=C(c1ccc2c(c1)N(Cc1ccc(F)cc1)C(=O)c1ccccc1S2(=O)=O)N1CCN(c2ccccn2)CC1 | -10.0 | 0.68 | -5.9 | -0.3 | 97.5 | 0.0 | 19.8 | -0.4 | 1.1 | -19.8 |
| Cc1ccc(C2(c3noc(CN4CCC(C(=O)N5CCOCC5)CC4)n3)CCCC2)cc1 | 9.5 | 1.09 | -3.3 | 0.3 | 94.0 | -0.8 | -11.4 | -0.4 | 1 | 11.4 |

Bioassay records as filed in PubChem BioAssay.
